High-throughput results from PubChem BioAssay.
CHO parental Ca: signal in parental CHO cells, OX1R antagonist counter-screen | inhibition, % at 5.6 µM | 0.63% of 330,000 active | AID 463079 | parental CHO-K1, ATP-induced calcium, Fluo-8 fluorescence;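 active means inhibition above that plate's mean sample inhibition plus 3 SD, cut at about 26% in these data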;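 further: 0% = ATP-challenged DMSO wells and 100% = DMSO wells without ATP; some compounds past the cut are filed as inactive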
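Test system: untransfected parental CHO cell line. Compound: one dose, 5.6 µM nominal. Detection: intracellular calcium via Fluo-8 no-wash fluorescent dye. Measure: % inhibition. Benchmarks: ATP-challenged DMSO wells low, unchallenged DMSO wells high.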
CHO-K1 Ca antag: M1 antagonist counterscreen hit in parental CHO-K1 cells; ATP-induced calcium, Fluo-8 fluorescence; inhibition, % at 3 µM; AID 602250; 0.6% of 360,000 active;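 active means inhibition above a per-plate cutoff, the plate's mean sample inhibition plus 3 SD, cut at about 24% in these data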;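 further: 0% = DMSO plus EC80 ATP and 100% = DMSO alone without ATP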
M1 ag parental: counter-screen for M1 agonists: effect in parental CHO-K1 cells. Fluo-8 calcium fluorescence; scaled to maximal ATP response, vehicle zero. activation, % at 3 µM. 0.48% of 360,000 active; in the data active means activation above about 15%;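 further: untransfected CHO-K1 host cells lacking M1 receptor as counterscreen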
CHRM1 PAM: potentiates human M1 receptor response to acetylcholine; CHO-K1 hM1, Fluo-8 calcium fluorescence, ACh EC20; 0% = ACh EC20, 100% = maximal ACh; activation, % at 3 µM; 0.088% of 360,000 active; AID 588819; in the data active means activation above about 19%, passing the limit was not always enough
Target sequence (P11229 whole entry, looked up): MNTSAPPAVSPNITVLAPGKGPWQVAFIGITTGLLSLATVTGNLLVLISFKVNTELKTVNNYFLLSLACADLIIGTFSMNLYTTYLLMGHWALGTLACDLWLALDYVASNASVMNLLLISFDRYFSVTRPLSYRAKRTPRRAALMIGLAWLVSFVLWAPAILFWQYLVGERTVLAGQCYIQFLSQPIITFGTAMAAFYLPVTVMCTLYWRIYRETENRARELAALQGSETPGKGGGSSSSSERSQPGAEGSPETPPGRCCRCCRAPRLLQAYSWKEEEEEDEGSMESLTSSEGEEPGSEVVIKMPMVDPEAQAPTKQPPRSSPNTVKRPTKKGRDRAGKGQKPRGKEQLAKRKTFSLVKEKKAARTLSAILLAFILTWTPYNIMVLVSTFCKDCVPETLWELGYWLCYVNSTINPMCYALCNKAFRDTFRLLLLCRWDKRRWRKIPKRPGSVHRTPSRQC
OXTR potentiator: potentiates the human oxytocin receptor response | CHO-OTR cells, Fluo-8 calcium fluorescence, potentiator mode; 0% = oxytocin EC15, 100% = EC100 | 0.061% of 320,000 active | AID 2445 | activation, % at 3 µM;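 active means activation above that plate's cutoff, the mean activation of tested compounds plus 3 SD, cut at about 6.6% in these data, passing the limit was not always enough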;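 further: 100% uses oxytocin at 75 nM as the full agonist control; some results filed as inactive read as strong as hits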
Target sequence (P30559 whole entry, looked up): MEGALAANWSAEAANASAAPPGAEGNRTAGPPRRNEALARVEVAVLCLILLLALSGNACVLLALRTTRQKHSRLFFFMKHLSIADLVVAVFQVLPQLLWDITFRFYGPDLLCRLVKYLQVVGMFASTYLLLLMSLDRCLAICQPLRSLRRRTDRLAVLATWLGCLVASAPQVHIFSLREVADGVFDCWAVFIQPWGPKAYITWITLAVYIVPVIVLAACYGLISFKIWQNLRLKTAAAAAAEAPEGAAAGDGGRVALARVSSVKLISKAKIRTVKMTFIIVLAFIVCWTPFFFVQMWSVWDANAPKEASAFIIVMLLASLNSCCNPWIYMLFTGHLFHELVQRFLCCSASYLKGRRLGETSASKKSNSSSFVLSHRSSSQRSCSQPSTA
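System: human OTR in CHO cells / Also added: sub-maximal oxytocin, roughly EC15 / Control set: EC15 oxytocin low, 75 nM oxytocin high / Schedule: 6 min compound pre-incubation at room temperature, 100 s kinetic read / Compound: single-point 3.0 µM / Replication: singlicate / Technique: Fluo-8 calcium dye fluorescence / Read-out basis: % activation of max/min ratio relative to oxytocin controls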
M4 ag: agonists of human muscarinic M4 receptor (CHRM4). AID 624127. P08173. 0.14% of 360,000 active. activation, % at 3 µM. CHO-K1 hM4/Gqi5, Fluo-8 calcium fluorescence; vehicle 0%, full acetylcholine response 100%;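 active means activation above the run mean over all test wells plus 3 SD, cut at about 32% in these data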;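 further: peak over basal fluorescence ratio per well then scaled between controls; 0% = DMSO wells and 100% = acetylcholine at EC100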
M1 ag: human M1 muscarinic receptor agonism; P11229; CHO-K1 hM1, Fluo-8 calcium fluorescence, agonist mode; 0% DMSO, 100% acetylcholine EC100; activation, % at 3 µM; 0.33% of 360,000 active; AID 588814;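 active means activation above the run's mean compound activation plus 3 SD, cut at about 16% in these data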;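 further: peak over basal fluorescence ratio within a 140 s kinetic read after compound addition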
CHRM4 antagonist: blocks acetylcholine activation of human M4 receptor. inhibition, % at 3 µM. P08173. 0.73% of 360,000 active. AID 624125. CHO-hM4 cells, ACh EC80, Fluo-8 calcium fluorescence;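 active means inhibition above its plate's cutoff, the mean inhibition of sample wells plus 3 SD, cut at about 27% in these data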;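 further: 0% = acetylcholine EC80 with DMSO and 100% = DMSO without agonist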
CHRM1 antagonist: blocks human M1 muscarinic receptor; CHO-K1 hM1, Fluo-8 calcium fluorescence, ACh EC80 antagonist; inhibition, % at 3 µM; 1.3% of 360,000 active;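 active means percent inhibition above its own plate's cutoff, namely the mean of that plate's compound wells plus 3 SD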;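 further: peak over basal fluorescence ratio during 140 s after agonist addition; 0% = ACh EC80 plus DMSO and 100% = DMSO alone without agonist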
Numbers without * were called inactive; x = no result given.

Every second line gives: CHO parental Ca	CHO-K1 Ca antag	M1 ag parental	CHRM1 PAM	OXTR potentiator	M4 ag	M1 ag	CHRM4 antagonist	CHRM1 antagonist
[1] Cc1ccccc1-c1ncc(CN2CCN(C3CCCC3)C(CCO)C2)cn1 (stereo not given)
    -9	-9	0.7	-3	8	0	-8	9	5
[2] O=C1c2ccccc2C(=O)N1Cc1nc(-c2ccccc2)no1
    -5	-15	1.6	2	-2	1	-4	-10	-10
[3] CC(CN1CCOCC1)(NS(=O)(=O)c1ccccc1)c1ccccc1 (stereo not given)
    -12	-31	0.3	2	-8	2	-5	-16	-21
[4] c1ccc(NNC2=NCCS2)cc1
    -12	-7	0.5	2	-6	1	-5	-7	0
[5] Cc1cccc(NC(=O)C(C)OC(=O)CNC(=O)C2CCCCC2)c1 (stereo not given)
    x	-10	0.1	16	x	0	11	-10	2
[6] Cc1noc(C)c1C(=O)N1CCN(c2ncccn2)CC1
    0	11	0.2	5	-4	1	-2	1	0
[7] COc1ccc(/C=N/NC(=O)CNC(=O)c2ccc3c(c2)OCCO3)cc1OC
    -7	-14	-0.3	14	2	1	-6	-1	-17
[8] CN(CC(=O)Nc1ccc(F)cc1)C(=O)COC(=O)c1cccc(N(C)C)c1
    -9	-6	1.2	2	-6	2	-3	6	-3
[9] FC(F)(F)c1ccc2c3n(nc2c1)CCN=C3c1ccc(Cl)cc1
    -3	-12	0.7	14	-4	2	-4	0	-8
[10] O=C(CCN1C(=O)[C@@H]2Cc3ccccc3CN2C1=O)N[C@H](Cc1ccccc1)C(=O)O
    -6	-4	0.2	0	-1	2	-2	-7	-9

Some of these compounds in order of their number in OXTR potentiator, smallest number first.
No.	mol	CHRM1 PAM	OXTR potentiator	M4 ag	CHRM4 antagonist	CHRM1 antagonist
4	c1ccc(NNC2=NCCS2)cc1	2	-6	1	-7	0
9	FC(F)(F)c1ccc2c3n(nc2c1)CCN=C3c1ccc(Cl)cc1	14	-4	2	0	-8
1	Cc1ccccc1-c1ncc(CN2CCN(C3CCCC3)C(CCO)C2)cn1 (stereo not given)	-3	8	0	9	5

3 of the compounds above, bar-delimited:
# | smiles | CHO parental Ca | CHO-K1 Ca antag | M1 ag parental | CHRM1 PAM | OXTR potentiator | M4 ag | M1 ag | CHRM4 antagonist | CHRM1 antagonist
8 | CN(CC(=O)Nc1ccc(F)cc1)C(=O)COC(=O)c1cccc(N(C)C)c1 | -9 | -6 | 1.2 | 2 | -6 | 2 | -3 | 6 | -3
9 | FC(F)(F)c1ccc2c3n(nc2c1)CCN=C3c1ccc(Cl)cc1 | -3 | -12 | 0.7 | 14 | -4 | 2 | -4 | 0 | -8
10 | O=C(CCN1C(=O)[C@@H]2Cc3ccccc3CN2C1=O)N[C@H](Cc1ccccc1)C(=O)O | -6 | -4 | 0.2 | 0 | -1 | 2 | -2 | -7 | -9

Further compounds
Every second line gives: CHO parental Ca	CHO-K1 Ca antag	M1 ag parental	CHRM1 PAM	OXTR potentiator	M4 ag	M1 ag	CHRM4 antagonist	CHRM1 antagonist
[11] C[C@H](CO)N1C[C@H](C)[C@@H](CN(C)S(=O)(=O)c2cccs2)OCc2cnnn2CCCC1=O
    x	-9	0.9	6	x	1	-3	-19	2
[12] COCCNC(=O)CSc1nc2ccc(N3CCOCC3)cc2c(=O)n1Cc1ccc(OC)cc1
    -14	13	0.8	3	-1	6	-5	5	-1
[13] N#CCCSCc1ccc2oc(C(=O)O)cc2c1
    4	-12	1.0	10	3	1	-1	-3	-7
[14] CN(C)c1ccc(NC(=O)C2CCCN(S(=O)(=O)c3ccccc3)C2)cc1 (stereo not given)
    -8	-12	4.9	4	-7	7	-4	-1	0
[15] CN1CCN(c2nc3c(c(=O)[nH]c(=O)n3C)n2Cc2ccccc2)CC1
    -8	-12	0.1	7	-3	0	-9	-17	-19
[16] O=C(NCCc1ccccc1F)c1cccc2cccnc12
    -24	5	-0.6	-6	-3	2	-9	-3	7
[17] NC(CO)(CO)COCc1ccccc1
    -10	-15	1.1	-4	-7	1	-3	11	11
[18] CCN(CC)c1nc2c(c(=O)[nH]c(=O)n2C)n1CCCc1ccccc1
    -9	-2	2.6	3	-2	1	-3	-2	-2
[19] O/N=C(\c1ccccc1)C(O)c1ccccc1 (stereo not given)
    -5	-4	0.2	5	-8	1	-3	6	-8
[20] COc1ccc(NC(=O)CN(C)C(=O)c2cc3c(s2)CCCCC3)cc1
    -20	-9	1.1	2	-1	2	-1	-1	-4
[21] Cc1ccc(C=C2C(=O)c3ccccc3C2=O)s1
    2	-9	0.1	9	-5	1	-2	-2	-14
[22] CCCC(=O)Nc1cc(OCC)c(NC(=O)NC2CCCCC2)cc1OCC
    -12	-13	0.5	5	5	1	2	17	-4
[23] Cc1cc(C)c(NC(=O)C2CSCCS2)c(C)c1 (stereo not given)
    -17	-5	-0.4	7	2	1	-4	11	-7
[24] Cc1cc(C)cc(N2CC(c3nc4ccccc4n3C)CC2=O)c1 (stereo not given)
    -18	-4	1.4	-4	-7	3	-7	-1	2
[25] COc1ccccc1Nc1nc(C2(C)CCC(=O)O2)cs1 (stereo not given)
    -21	-15	-0.7	-3	-5	0	-5	2	3
[26] Brc1ccc(/C=N/Nc2ccc3ccccc3n2)cc1
    -31	-9	-0.8	24	-3	0	12	6	-36
[27] COc1ccccc1C1C(C(=O)c2cc3ccccc3o2)=C(O)C(=O)N1c1cc(C)on1 (stereo not given)
    -14	0	-0.4	4	5	-2	-5	-3	2
[28] O=[N+]([O-])c1ccc(/C=N/Nc2nc(-c3ccccc3)c3cc(Br)ccc3n2)o1
    8	-2	0.3	4	-12	1	-3	-3	-24
[29] Cc1ccc(-c2nc(CN3CCCCC3)cc(CN3CCCCC3)c2O)cc1
    -15	-12	0.1	8	-17	1	-12	5	-4
[30] Cc1ccnc(N2C(=O)c3ccccc3C2Nc2cccc(C)c2C)c1 (stereo not given)
    -17	-4	0.0	-1	2	0	-8	-5	-2
[31] CN=C(Nc1ccccc1)SC1CC(=O)N(c2cccc(OC)c2)C1=O (stereo not given)
    -7	-5	2.6	3	-10	5	-5	-5	0
[32] c1ccc(-n2nnnc2-c2cnc(-c3cccnc3)nc2-c2cccs2)cc1
    -13	0	1.4	6	-6	2	-2	0	-3
[33] CCCCNC(=O)CCNS(=O)(=O)c1ccc(C)cc1
    7	-11	0.0	10	-4	0	1	7	-24
[34] Cc1nn(-c2ccccc2)c(C)c1/C=N/NC(=O)c1cc(-c2ccc(Cl)s2)[nH]n1
    -22	12	0.1	10	-3	2	1	0	1
[35] Cn1c(=O)c2c(nc(N3CCCCC3)n2C)n(C)c1=O
    -1	-6	-0.2	8	-9	0	-4	-1	-12
[36] O=C1C=C(c2ccc(Cl)c(C(F)(F)F)c2)C[C@@H](c2ccc(Cl)cc2)C1
    -43	-17	0.7	-3	-7	0	-4	10	2
[37] CCOC(=O)c1c(N)sc(C(=O)N2CCCCCC2)c1C
    -9	-3	0.8	1	-6	0	-2	5	-27
[38] COc1ccc(S(=O)(=O)N2CCN(C(=O)c3ccc(C)o3)CC2)cc1
    -14	9	0.5	12	-4	2	-3	-17	-15
[39] O=C(Cc1ccccn1)c1ccc(F)cc1
    -11	-6	-0.3	3	-5	0	-3	8	3
[40] c1ccc(-c2nnc3sc(Cc4cccs4)nn23)cc1
    -21	-4	0.7	6	-4	0	-6	16	-4

Profiles, looked up by structure. Order of screens: CHO parental Ca	CHO-K1 Ca antag	M1 ag parental	CHRM1 PAM	OXTR potentiator	M4 ag	M1 ag	CHRM4 antagonist	CHRM1 antagonist
O=C1C=C(c2ccc(Cl)c(C(F)(F)F)c2)C[C@@H](c2ccc(Cl)cc2)C1 is listed as -43	-17	0.7	-3	-7	0	-4	10	2
CCCCNC(=O)CCNS(=O)(=O)c1ccc(C)cc1 is listed as 7	-11	0.0	10	-4	0	1	7	-24
Cc1nn(-c2ccccc2)c(C)c1/C=N/NC(=O)c1cc(-c2ccc(Cl)s2)[nH]n1 is listed as -22	12	0.1	10	-3	2	1	0	1

Carrying on:
Every second line gives: CHO parental Ca	CHO-K1 Ca antag	M1 ag parental	CHRM1 PAM	OXTR potentiator	M4 ag	M1 ag	CHRM4 antagonist	CHRM1 antagonist
[41] COc1ccc(NC(=S)NC(C)Cc2cccs2)cc1 (stereo not given)
    -6	6	0.2	1	-13	0	-9	3	0
[42] COc1cc(C(=O)Nc2ccccc2N2CCCCC2)cc(OC)c1OC
    -29	-12	-0.1	7	10	1	-6	-4	-11
[43] c1ccc2c(Nc3ccc(N4CCOCC4)cc3)nc(N3CCOCC3)nc2c1
    -1	23	0.7	1	1	4	-4	6	2
[44] CCc1c(C)[nH]n(-c2nc(-c3ccccc3)cs2)c1=O
    -8	-2	0.0	4	-5	0	-8	3	-6
[45] COc1ccccc1NC(=O)CSCc1ccc([N+](=O)[O-])cc1
    -2	-17	1.1	8	-5	1	-11	0	-9
[46] COc1cc(/C(C)=N/NC(=O)C(O)(c2ccccc2)c2ccccc2)ccc1O
    -18	5	-0.2	-2	-5	0	-7	-6	3
[47] CCCCC#Cc1ccccc1CC(=O)Nc1ccccc1
    -11	-6	-0.9	-5	-6	2	-9	4	2
[48] CC(=NCCCn1ccnc1)c1c(-c2ccccc2)[nH]n(-c2nc3ccccc3s2)c1=O
    -18	14	0.6	-2	-16	6	-4	-3	-4
[49] Cc1cc(C)nc(NS(=O)(=O)c2ccc(NC(=O)c3ccc(S(=O)(=O)N4CCOCC4)cc3)cc2)n1
    -3	-1	11	1	-4	0	-5	5	5
[50] CC1=C(C#N)C(/C=N/OCc2ccc(F)cc2Cl)CC(=O)N1 (stereo not given)
    -13	0	0.1	4	-7	0	-8	-1	-5
